Bioassay records as filed in PubChem.
Lipid storage S3 – qHTS Assay for Lipid Storage Modulators in Drosophila S3 Cells; Drosophila S3 cells, BODIPY lipid droplet fluorescence, 18-24 h; cells fed with added oleic acid; lipid storage change, negative = inhibition, % at the top dose, mostly 46.1 µM; hits show Potency in µM; 320,000 tested, 0.64% active; active = well fitted inhibition curve with a large enough effect in the signal ratio, with a control signal flat, not every such curve was filed as active; inconclusive = small, poorly fitted or top-dose-only effect, or effect the other way, or a change in a side signal; the % refers to the signal ratio
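Laser-scanning cytometry quantifies lipid droplet accumulation (500–530 nm total intensity; droplet/cell object ratio) in oleic acid-fed (400 uM added) Drosophila S3 cells treated with a concentration series. 20 uM Triacsin C defined 100% inhibition.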
Lipid storage S3 cell count max – also measured in Lipid storage S3; calls as there; cell number change, %; measured here: cell count max response;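 cells counted by Cell Tracker Red CMTPX staining in the red channel; peak over a dose series mostly up to 46.1 µM; percent activity relative to internal control wells on each plate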
An asterisk follows results filed as active; i = inactive; ? = inconclusive; . = no result given; [ ] = another dose, or the depositor's remark. % is scaled to controls: 0 for no effect and ±100 for the full control effect; potency is read from the fitted curve at half-maximal effect. An excerpt; rates above refer to the full screens.

SMILES | Lipid storage S3 | Lipid storage S3 cell count max
N#C/C(=C1\C(=O)Nc2c(Cl)cc(Cl)cc21)c1nnc2n1CCCCC2 | ? | .
O=c1[nH]cnc2[nH]ncc12 | 0.0% | 5.0
Cc1ccc(NC(=O)CSCC(=O)NC2(C)CCS(=O)(=O)C2)cc1 (stereo not drawn) | -4.5% | 12.8
COc1ccc(C(=O)Nc2ccc(Nc3ccccc3)cc2)cc1OC | 29.1% | -5.6
Cn1c(=O)c2c(nc(N3CCCCC3)n2CCSc2nc3ccccc3s2)n(C)c1=O | 1.2% | 9.3
COc1ccc(C2CCCN2C(=S)Nc2ccc(C)cc2Cl)cc1OC (stereo not drawn) | ? | .
COC(=O)CSc1nc2ccccn2c(=O)c1C=O | -6.5% | .
Cc1nn(CCCC(=O)Nc2cc(Oc3ccc(F)cc3)cc([N+](=O)[O-])c2)c(C)c1[N+](=O)[O-] | ? | .
O=C(c1ccco1)N1CCN(C(=O)c2cccc3c2C(=O)N(C2CCCCC2)C3)CC1 | 0.1% | 12.5
CCOc1cc(/C=N/n2c(C)nnc2C)ccc1O | 2.4% | 10.7
CCOC(=O)CCn1cnc2ccc([N+](=O)[O-])cc2c1=O | ? | .
CSc1nsc(SCC(=O)Nc2ccccc2C(=O)O)n1 | ? | .
COc1ccccc1OCCNC(=O)c1cc(C2CC2)nc2c1cnn2C(C)C | ? | .
CC1=CC2=NC(=O)/C(=C\c3cccn3CCOc3ccccc3C)C(=N)N2O1 | 0.4% | -10.8
CSc1nc(-c2ccco2)nn1S(=O)(=O)c1ccc(C)cc1 | 9.7% | 5.5
CCOC(=O)N1CC=C2C(C#N)=C(N)C(C#N)(C#N)[C@H](c3ccsc3)[C@H]2C1 | ? | .
O=C(COC(=O)/C=C/c1ccc([N+](=O)[O-])cc1)NCc1ccco1 | 9.8% | .
CCOc1ccc(-c2nnc(-c3cccs3)o2)cc1OCC | ? | .
CCc1ccccc1NC(=O)C1CC(c2ccc(F)cc2)=NO1 (stereo not drawn) | ? | .
CCn1c(Oc2cccc(Br)c2)nc2c1c(=O)n(C)c(=O)n2C | 20.1% | -24.4
CCN1CNC(=S)N(c2cc(C)ccc2C)C1 | 1.7% | 17.2
CCOC(=O)c1c(NC(=O)CSc2nc3c(c(=O)n(C)c(=O)n3C)n2CC)sc(C)c1C | ? | .
NC(=O)C1CCN(C(=O)N2c3ccccc3Sc3ccccc32)CC1 | -12.9% | -9.4
Cc1cc(OCC(=O)N2CCN(c3ccccn3)CC2)cc(C)c1Br | ? | .
NC(=O)NC(=O)COC(=O)c1ccccc1OCc1ccc(F)cc1 | 0.7% | .
COc1ccc(NC(=O)c2nc[nH]c2C(=O)N2CCN(C(=O)OC(C)(C)C)CC2)cc1 | 28.8% | -2.2
O=C(NC1CCCC1)C(c1ccccc1)N(C(=O)c1ccno1)c1cccnc1 (stereo not drawn) | ? | .
COC(=O)C1=C(C)N(Cc2ccccc2)C(=NCC(C)C)N[C@H]1c1cccc(F)c1 | ? | .
CN(c1ccccc1)S(=O)(=O)c1cccc(C(=O)NCCc2ccc(O)c(O)c2)c1 | ? | .
CCc1ccc(C2=NN(S(C)(=O)=O)C(c3cccs3)C2)cc1 (stereo not drawn) | ? | .
Cc1cc2nc3c(nc2cc1C)C1(C(=O)O)CCC3(C)C1(C)C (stereo not drawn) | ? | .
O=C(/C=C/c1ccccc1)NNC(=O)c1ccco1 | ? | .
O=S(=O)(c1cccc2cnccc12)N1CCNCC1 | 3.3% | -0.3
CCCCCSc1nncc(=O)[nH]1 | ? | .
CCCOc1ccc(C(=O)NCCc2ccccc2)cc1 | 18.3%[9.22 µM] | 1.1
O=C(NNC(=S)Nc1ccccc1)Nc1ccccc1 | -7.4% | -6.7
O=C(CN(C(=O)CCC(=O)Nc1ccccn1)C1CCCC1)NCc1ccc(F)cc1 | ? | .
Cc1ccc(CN2C(=O)N/C(=C/c3ccc4c(c3)n(C)c(=O)n4C)C2=O)cc1 | 0.3% | 9.3
Cc1cccc(OCC2CCCN(Cc3nc(C4CC4)no3)C2)c1 (stereo not drawn) | ? | .
Cc1ccccc1OCC(O)Cn1nnc2ccccc21 (stereo not drawn) | -0.4% | -4.5

Four structures from above, sorted by count of non-hydrogen atoms, rising:
SMILES | Lipid storage S3 | Lipid storage S3 cell count max
CCCOc1ccc(C(=O)NCCc2ccccc2)cc1 | 18.3%[9.22 µM] | 1.1
Cc1cc2nc3c(nc2cc1C)C1(C(=O)O)CCC3(C)C1(C)C (stereo not drawn) | ? | .
COc1ccc(C(=O)Nc2ccc(Nc3ccccc3)cc2)cc1OC | 29.1% | -5.6
O=C(c1ccco1)N1CCN(C(=O)c2cccc3c2C(=O)N(C2CCCCC2)C3)CC1 | 0.1% | 12.5

(cont.)
SMILES | Lipid storage S3 | Lipid storage S3 cell count max
Cn1c(=O)c2c(-c3ccc(C(C)(C)C)cc3)n(CC3CCCO3)cc2n(C)c1=O (stereo not drawn) | ? | .
COc1ccc(C(=O)N/N=C/c2ccccn2)cc1OC | -1.0% | 1.4
CCCOc1nc(SCCC)nc2c1cnn2-c1ccccc1 | ? | .
NC(N)=N/N=C/c1cccc(Cl)c1Cl | ? | .
O=C(CN1C(=O)C(=O)N(Cc2ccco2)C1=O)NC1CCCCC1 | ? | .
CCCCn1c(N)c(N(CC(C)C)C(=O)CCNC(=O)c2ccc([N+](=O)[O-])cc2)c(=O)[nH]c1=O | ? | .
COc1ccc(C)cc1S(=O)(=O)N(C)CC(=O)NCc1ccncc1 | i | 9.7
CC(C)c1nnc(NC(=O)C2CCCN2C(=O)Nc2ccc(F)cc2)s1 (stereo not drawn) | ? | .
O=C(N1CCOCC1)C(F)(F)C(F)(F)C(F)(F)C(F)(F)C(=O)N1CCOCC1 | 1.2% | -10.3
O=C(O)CC(NC(=O)C12CC3CC(CC(C3)C1)C2)c1ccc(Cl)cc1 (stereo not drawn) | ? | .
CCOC(=O)NC(=O)/C(N=Nc1ccc(C(F)(F)F)cc1)=C(\C)O | -14.9%[9.22 µM] | -16.7
COc1cc(CNC2CCCCC2)c(Br)cc1OC1CCCC1 | 12.9%[9.22 µM] | 21.3
O=c1c2ccccc2nnn1CSc1nnnn1-c1ccc(O)cc1 | i | -2.3
COc1ccc(Cc2nc(-c3ccncc3)no2)cc1 | 9.1% | 17.9
Cc1ccc(S(=O)(=O)N(Cc2ccc(Cl)cc2)c2ccccc2C(=O)NCc2cccnc2)cc1 | -3.2% | 7.3
CC(CCc1ccccc1)NC(=O)COC(=O)c1ccccc1Br (stereo not drawn) | -12.4% | -7.0
O=C(Nc1cc(F)ccc1F)C1CCCO1 (stereo not drawn) | ? | .
Cc1ccccc1-c1nc(P(=O)(c2ccccc2)c2ccccc2)c(N2CCOCC2)o1 | -7.1% | -18.9
COC(=O)CCCC(=O)N1CCCC(C(=O)c2ccc(OC)cc2C)C1 (stereo not drawn) | 5.9% | -12.3
CCc1cc(C(=O)NNC(=O)CCN2CCN(c3ccccc3)CC2)sc1C | -2.3% | .
Nc1ccccc1-c1nnc2n1CCCCC2 | i | 11.5
Cc1ccc2[nH]c(=O)c3cc(C(=O)NCC4CCCO4)sc3c2c1 (stereo not drawn) | -4.8% | 1.8
Cc1ccnc(NC(=O)CNC(=O)c2ccc3c(c2)OCO3)c1 | 4.9% | 3.1
CCCn1c(SCC(=O)Nc2ccc3c(c2)CCC3)n[nH]c1=O | ? | .
Cc1cc(OC(=O)c2ccccc2[N+](=O)[O-])c([N+](=O)[O-])c(=O)[nH]1 | ? | .
CC1CCCCN1CCNC(=O)C1CCN(S(=O)(=O)c2cccc3nsnc23)CC1 (stereo not drawn) | ? | .
CCOc1ccccc1C(=O)Nc1nnc(COC)s1 | -22.6% | -20.5
N#CC1=C(N)Oc2cc(N)ccc2C1C1CC=CCC1 (stereo not drawn) | ? | .
CC(C)C(=O)N1CCN(c2ccccc2NC(=O)c2cc([N+](=O)[O-])ccc2N2CCOCC2)CC1 | -9.8% | -6.1
CCNc1nc(OC)nc(N2CCC(Cc3ccccc3)CC2)n1 | 17.1% | 1.4
O=C(COc1ccc(Cl)cc1)NCc1nnc(SCC(=O)NCC2CCCO2)o1 (stereo not drawn) | -0.2% | 6.8
COc1cccc(NC(=O)CCNC(=O)Cn2ccc3ccccc3c2=O)c1 | ? | .
CC(=O)Nc1ccc2nc(-c3ccccn3)[nH]c2c1 | 12.3% | -12.1
Cc1nn(C)cc1NC(=O)CC12CC3CC(CC(C3)C1)C2 | 8.3% | 15.5
C/C(=N\NC(=O)CSc1ncccn1)c1ccc2c(c1)OCCO2 | ? | .
CCN1C(=O)N(S(=O)(=O)c2ccc(C)cc2)[C@@H](c2ccccc2)C(C(=O)OC)=C1C | 15.9% | 15.2
COc1ccc(C(c2nnnn2Cc2cccs2)N2CCN(c3ccc(F)cc3)CC2)cc1OC (stereo not drawn) | ? | .
O=C(O)CNC1=NCCCCC1 | ? | .
O=C1Nc2ccc(S(=O)(=O)N(CCO)CCO)c3cccc1c23 | i | -16.2
O=C(Nc1ccc2nn(-c3ccccc3)nc2c1)c1ccc2c(c1)OCCO2 | 15.9% | -11.1
CCC(=O)Nc1ccc(C(=O)CSc2nnc(-c3ccccc3F)n2CCc2ccccc2)cc1 | 14.3% | 3.0
CC1CCCCC12NC(=O)N(CC(=O)NCCc1ccccn1)C2=O (stereo not drawn) | ? | .
CN1CCSc2ccc(C(=O)NCc3cccc(Br)c3)cc21 | ? | .
O=C(COc1cccc2cccnc12)N/N=C1\SCC(=O)N1Cc1ccco1 | ? | .
Nc1cc(=O)[nH]c(SCC(=O)Nc2ccc(Cl)c(Cl)c2)n1 | i | .
CCOC(=O)C1(Cc2ccccc2C(F)(F)F)CCN(CC2CC2)CC1 | -16.2% | -6.0
CC12COC3(C(=O)Nc4cccnc4)CC1CCC32C (stereo not drawn) | ? | .
COc1ccc(C(=O)NC(C(=O)NCCc2ccc3c(c2)OCCO3)C(C)C)cc1 (stereo not drawn) | ? | .
O=C1COc2ccc(OCc3ccc(F)cc3)cc21 | i | -16.9
O=C(COc1cccc2ccccc12)NCc1cccnc1 | ? | .
O=C(O)C1CCN(S(=O)(=O)c2ccc(N3CCOCC3)c([N+](=O)[O-])c2)CC1 | ? | .
Cn1c(=O)c2c(nc(SCCN3CCOCC3)n2Cc2ccccc2)n(C)c1=O | 3.4% | -2.5
Cc1cc(C)nc(-n2ncc3c2CC(c2ccc(C(C)C)cc2)CC3=O)n1 (stereo not drawn) | ? | .
C[n+]1cccc2ccc3c(c21)OC(N)=C(C#N)C3c1ccccc1 (stereo not drawn) | ? | .
O=S1(=O)CCOCCN1Cc1ccc(Cl)cc1Cl | ? | .
COCCCNC(=S)N(CCCN(C)C)Cc1cc2cc3c(cc2[nH]c1=O)OCCO3 | ? | .
O=CN1CCN(C(=O)C(=O)c2cn(CC(=O)N3CCCCC3)c3ccccc23)CC1 | 5.3% | 4.3
O=C(CN1C(=O)/C(=C\c2ccco2)SC1=S)Nc1ccc(O)cc1C(=O)O | ? | .
O=C(c1ccc(=O)oc1)N1CCOCC1 | -9.1% | -21.6
COc1cc(OC)c(C2=NOC(C(=O)NCc3cccnc3)C2)cc1Cl (stereo not drawn) | ? | .

The list continues:
SMILES | Lipid storage S3 | Lipid storage S3 cell count max
CC(=O)Nc1ccc(S(=O)(=O)NC2=C(N3CCN(C)CC3)C(=O)c3ccccc3C2=O)cc1 | ? | .
COc1ccc(N/N=C(/C)c2cnnc(-c3ccccc3)n2)cc1 | ? | .
Cc1cccc(N(C(=O)Cn2nnc(-c3ccc(C)o3)n2)C(C(=O)NC2CCCC2)c2ccncc2)c1 (stereo not drawn) | ? | .
C=C(C)CSc1nc2sc3c(c2c(=O)n1-c1ccc(C)cc1)CCN(C)C3 | i | .
Cc1nc2ccccc2c2nc(NC(=O)C(F)(F)F)nn12 | 29.6% | 18.3
CCN(CC)C(=O)N1CCN(c2c([N+](=O)[O-])c(=O)oc3ccccc23)CC1 | ? | .
Cc1ccc(-n2nc3c(=O)n(CCCC(=O)N4CCC(C)CC4)nc(C)c3c2C)cc1 | ? | .
CCc1cc2c(=O)c(-c3nc4ccccc4n3C)coc2c(CN2CCOCC2)c1O | 1.8% | 6.4
COc1cccc(C(=O)CC(=O)C(=O)Nc2ccc([N+](=O)[O-])cc2C)c1 | -11.5% | -0.5
CC(C)c1ccc(/C=C/C(=O)N2CCOCC2)cc1 | ? | .
Cc1cccnc1CCNC(=O)CCc1nnc(CCc2ccccc2)o1 | -8.7% | 10.8
Fc1ccc2nc3[nH]c4ccccc4c3nc2c1 | ? | .
O=C(Nc1ccc(C2SCCS2)cc1)c1ccccc1 | -3.1% | -7.5
N#C/C(=C/c1cccs1)c1ccccn1 | -7.0% | -2.6
COc1ccc(N2C(=O)CCC(C(=O)N3CCOCC3)C2c2ccc(F)cc2)cc1 (stereo not drawn) | ? | .
CC(C)C(=O)Nc1cccc(NC(=O)c2cccc(F)c2)c1 | ? | .

Record cards, as listed above. Values in the order: Lipid storage S3, Lipid storage S3 cell count max
Cc1ccc(-n2nc3c(=O)n(CCCC(=O)N4CCC(C)CC4)nc(C)c3c2C)cc1 across the screens: ?, .
O=C(Nc1ccc(C2SCCS2)cc1)c1ccccc1 across the screens: -3.1%, -7.5
C=C(C)CSc1nc2sc3c(c2c(=O)n1-c1ccc(C)cc1)CCN(C)C3 across the screens: i, .
COc1ccc(N2C(=O)CCC(C(=O)N3CCOCC3)C2c2ccc(F)cc2)cc1 (stereo not drawn) across the screens: ?, .
CCN(CC)C(=O)N1CCN(c2c([N+](=O)[O-])c(=O)oc3ccccc23)CC1 across the screens: ?, .
